Screening results: PubChem, several laboratories
LMPTP inh: LMPTP phosphatase inhibitors, primary screen, biochemical, fluorescence intensity, uHTS; inhibition, % at 20 µM; AID 651560, 2012; recombinant LMPTP-A, OMFP fluorogenic substrate; 360,000 compounds, 0.22% hits;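 active = compounds that cut the enzyme signal by at least half of the control window in the single-dose screen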;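 note: plate controls were DMSO wells with enzyme plus substrate for no effect and substrate without enzyme for full effect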
Target sequence (P24666 whole entry, looked up): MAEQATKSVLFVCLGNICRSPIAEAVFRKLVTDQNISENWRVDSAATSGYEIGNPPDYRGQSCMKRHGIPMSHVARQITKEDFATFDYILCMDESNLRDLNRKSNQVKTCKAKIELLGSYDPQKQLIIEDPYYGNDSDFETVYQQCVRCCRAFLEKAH
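Test system: LMPTP-A phosphatase enzyme. Amount: LMPTP-A at 0.625 nM final in the reaction. Reagent: OMFP substrate, 400 µM final. Times: 50 min at room temperature. Signal: endpoint fluorescence intensity from OMFP dephosphorylation. Read-out basis: % inhibition. Benchmarks: no-enzyme and uninhibited controls.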
MsrA inh: bovine MsrA enzyme inhibitors, primary screen, biochemical, absorbance, HTS | Methionine sulfoxide reductase A (Bos taurus) | purified bovine MsrA, absorbance read-out | inhibition, % at 15.5 µM | 360,000 compounds, 0.75% hits | AID 651718, 2012; in the data active = inhibition above about 4.5%;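 note: 0% = vehicle wells with enzyme and 100% = reference inhibitor wells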
NRP1-CendR mod: modulators of CendR peptide binding to NRP-1, primary screen, biochemical, fluorescence polarization, uHTS | Neuropilin-1 (Homo sapiens), O14786 | FAM-RPARPAR peptide binding to NRP-1 | inhibition, % at 25 µM | 360,000 compounds, 0.85% hits;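 active = inhibition or corrected inhibition above about 18%, plus a signal ratio from 0.5 to 1.5, limit read from the data, passing the limit was not always enough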; note: strong numbers were not always called active
STEP block: STEP phosphatase inhibitors, primary screen, biochemical, fluorescence intensity, uHTS; 360,000 compounds, 0.25% hits; Tyrosine-protein phosphatase non-receptor type 5 (Homo sapiens), P54829; inhibition, % at 20 µM; AID 588621, 2011; recombinant STEP, OMFP fluorogenic substrate;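 active = inhibition at 20 µM, scaled per plate between control wells, above about 37%, limit read from the data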;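 note: 0% = DMSO with enzyme and substrate and 100% = substrate only without enzyme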
Target sequence (P54829 whole entry, looked up): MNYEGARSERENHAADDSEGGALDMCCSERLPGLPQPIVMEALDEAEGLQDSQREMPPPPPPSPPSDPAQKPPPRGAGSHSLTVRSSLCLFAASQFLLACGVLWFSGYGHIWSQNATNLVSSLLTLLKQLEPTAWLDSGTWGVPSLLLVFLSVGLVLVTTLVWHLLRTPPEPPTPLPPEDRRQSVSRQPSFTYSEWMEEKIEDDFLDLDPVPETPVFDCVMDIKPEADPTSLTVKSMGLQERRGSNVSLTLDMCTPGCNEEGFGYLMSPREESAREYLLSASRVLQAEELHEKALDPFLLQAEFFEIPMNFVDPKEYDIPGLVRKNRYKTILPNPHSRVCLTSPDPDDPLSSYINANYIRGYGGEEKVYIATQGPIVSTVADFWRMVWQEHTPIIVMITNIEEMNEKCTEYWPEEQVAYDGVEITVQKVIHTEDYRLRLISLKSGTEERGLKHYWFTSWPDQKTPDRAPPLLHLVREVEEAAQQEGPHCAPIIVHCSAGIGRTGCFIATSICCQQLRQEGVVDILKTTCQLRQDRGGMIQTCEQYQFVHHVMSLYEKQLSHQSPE
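medium = Bis-Tris buffer pH 6.0, 2.5 mM DTT, 0.005% Tween 20 | test system = STEP (striatal-enriched tyrosine phosphatase) enzyme, cell-free | measure = normalized % inhibition | compound dosing = 20 µM, 1% DMSO | also added = 25 µM OMFP | schedule = reaction 20 min, ambient temperature | measured by = fluorescence read at 480 nm ex / 540 nm em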
Scp1 inh: Scp-1 phosphatase inhibitors, primary screen, biochemical, colorimetric, uHTS. Carboxy-terminal domain RNA polymerase II polypeptide A small phosphatase 1 (Homo …. Recombinant Scp1, phosphopeptide, malachite green phosphate absorbance. inhibition, % at 20 µM. 340,000 compounds, 0.88% hits. AID 493091, 2011;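 active = inhibition above about 50% at 20 µM, limit read from the data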;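 note: plate controls were DMSO wells with enzyme for no effect and wells lacking enzyme for full effect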
Target sequence (Q9GZU7 76-261 limits assumed): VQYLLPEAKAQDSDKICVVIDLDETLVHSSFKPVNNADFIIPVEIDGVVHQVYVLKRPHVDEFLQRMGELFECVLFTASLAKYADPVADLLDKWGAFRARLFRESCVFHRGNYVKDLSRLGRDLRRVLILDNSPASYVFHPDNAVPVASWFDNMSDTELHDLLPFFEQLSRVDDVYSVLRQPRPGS
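Times: enzyme reaction 45 min at room temperature, colour 5 min, stabilisation 30 min. Material: SCP-1 catalytic fragment, aa 76-261. Medium: Acidic Tris acetate buffer with magnesium and detergent. Signal: colorimetric free-phosphate detection, absorbance 630 nm. Read-out basis: % inhibition of SCP-1 phosphate liberation. Reagent: Phosphorylated 17-residue peptide substrate.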
Tb MetRS inh: T. brucei MetRS inhibitors, primary screen, biochemical, luminescence; methionyl-tRNA synthetase (Trypanosoma brucei brucei); purified T. brucei MetRS, ATP depletion, Kinase-Glo luminescence; inhibition, % at 11.9 µM; 360,000 compounds, 0.4% hits; AID 624268, 2012;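 active = inhibition above a per-plate cutoff of the control wells' mean inhibition plus 3 SD, cut at about 5.5% in these data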;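 note: 0% = DMSO wells median and 100% = median of wells with control inhibitor compound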
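Material – parasite MetRS enzyme · Medium – HEPES-MgCl2-KCl buffer plus DTT, spermine, BSA, pyrophosphatase · Reagent – ATP, methionine and E. coli bulk tRNA substrates · Times – 15 min enzyme-compound preincubation, 2 h reaction, 10 min detection, 25 °C · Measured by – luminescence of leftover ATP · Evaluation – percent inhibition relative to median high and low control wells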
eLon inh: inhibitors of E. coli Lon protease, primary screen, biochemical, fluorescence polarization | AID 602123, 2011 | inhibition, % at 7.94 µM | purified E. coli Lon protease | P0A9M0 | 360,000 compounds, 0.42% hits; in the data active = inhibition above about 13%, passing the limit was not always enough;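 note: 0% = enzyme with probe and DMSO and 100% = no enzyme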
MsrA act: bovine MsrA enzyme activators, primary screen, biochemical, absorbance, HTS. Methionine sulfoxide reductase A (Bos taurus). purified bovine MsrA, absorbance read-out. 360,000 compounds, 0.3% hits. activation, % at 10.6 µM; in the data active = activation above about 7.5%;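 note: 0% = vehicle and 100% = reference activator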
SUMO1-SIM PPI: modulators of SUMO1 protein-protein interactions, primary screen, biochemical, uHTS. Small ubiquitin-related modifier 1 (Homo sapiens), P63165. SUMO1 binding to a labelled peptide, TR-FRET, 1 h. inhibition, % at 20 µM. 360,000 compounds, 0.33% hits. AID 602429, 2012; in the data active = inhibition above about 37%
Target sequence (P63165 whole entry, looked up): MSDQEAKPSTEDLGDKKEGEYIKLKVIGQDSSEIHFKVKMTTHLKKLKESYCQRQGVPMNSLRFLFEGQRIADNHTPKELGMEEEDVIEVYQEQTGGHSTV
DNMT1 block: human DNMT1 methyltransferase inhibitors, primary screen, biochemical, molecular beacon, fluorescence, HinP1I cleavage, uHTS; 360,000 compounds, 0.83% hits; DNA (cytosine-5)-methyltransferase 1 (Homo sapiens), P26358; inhibition (reported as % activation of signal), % at 10 µM; in the data active = inhibition above about 50%
* hit, by the source's call; nt = not tested or not shown; + = active, no number.

SMILES | LMPTP inh | MsrA inh | NRP1-CendR mod | STEP block | Scp1 inh | Tb MetRS inh | eLon inh | MsrA act | SUMO1-SIM PPI | DNMT1 block
Cc1ccsc1CN(C)C(=O)CCc1nnc(COc2ccccc2)o1 | -1.8 | 0.9 | -2 | 3 | -7 | -0.6 | -5 | -4 | 0 | -2
CCOC(=O)N1CCN(C(=O)C(NS(=O)(=O)c2cccc3nsnc23)c2ccccc2)CC1 (stereo not drawn) | 0.5 | 0.2 | 3 | 2 | -1 | -0.8 | -7 | -3 | -26 | 1
COc1ccc(CN2C(=O)c3cccnc3C2=O)cc1S(=O)(=O)N1CCOc2ccc(C)cc21 | 2.0 | 0.5 | -3 | 1 | -16 | 0.0 | -4 | -3 | -18 | -1
Cc1ccc(NC(=S)NC2CC3CCC(C2)N3Cc2ccco2)cc1C (stereo not drawn) | -1.1 | 1.0 | 4 | 2 | -5 | 0.2 | -7 | -3 | 2 | -5
CN(CC(=O)Nc1ccc(F)cc1)C(=O)Cn1c(=O)oc2ccccc21 | -0.9 | 0.0 | -8 | 2 | -4 | -0.2 | -20 | 2 | 12 | 1
CS(=O)(=O)c1ccc(NC(=O)CCN2C(=O)C3CCCCC3C2=O)cc1 (stereo not drawn) | -1.4 | -1.1 | 6 | -2 | -2 | -0.5 | 5 | -5 | -1 | 2
NC(=O)C1CCN(CCC(=O)Nc2ccc(Br)cc2)CC1 | -0.4 | 0.9 | -12 | 1 | -2 | 0.9 | -12 | -4 | 1 | -2
CC1(C)CC(=O)N(c2cccc(Cl)c2)C(=O)C1 | -1.5 | 1.2 | -1 | 0 | -4 | -1.1 | -7 | -5 | 1 | 3
O=C(O)/C=C/C(=O)Nc1ccc(S(=O)(=O)N2CCCC2)cc1 | 1.6 | 0.4 | -10 | -1 | 3 | -0.9 | -2 | -10 | 21 | 9
COC(=O)c1ccc(N2CCOCC2)c(NC(=O)c2ccc3c(c2)OCCO3)c1 | 0.5 | -1.2 | 8 | 1 | -2 | -0.1 | -9 | -1 | 4 | -1
CC1c2nc3ccccc3n2C(CC(=O)NC2CC2)C(=O)N1Cc1ccccc1 (stereo not drawn) | -0.8 | -0.4 | -3 | 1 | 1 | -1.4 | -1 | -1 | -1 | -2
Cn1c(=O)c(Nc2ccc(O)cc2)c2c3c(cccc31)C(=O)c1ccccc1-2 | 6.5 | 0.7 | 81* | 8 | 32 | -0.9 | + | -9 | -9 | 62*
CC12CC3OC3CC1CCC1C2CCC2(C)C1CCC21OCCO1 (stereo not drawn) | 0.6 | 0.7 | 5 | 0 | -2 | -0.5 | 5 | -11 | 1 | 1
O=C(CN1C(=O)c2ccccc2S1(=O)=O)N1CCN(c2cccc(Cl)c2)CC1 | 1.0 | 0.4 | 2 | -2 | 3 | -1.2 | 10 | -3 | -4 | -5
C=CCOC(=O)C1=C(C)NC(C)=C(C(=O)OCC=C)C1c1ccc(C)o1 | 2.0 | 0.2 | 9 | 1 | -13 | -0.9 | -1 | -2 | -5 | 5
COC(=O)CCc1c(C)c(C(=O)c2ccco2)c2ccccn12 | 0.6 | 0.8 | 2 | -1 | -2 | 0.1 | 10 | -2 | -7 | -1
O=C(NCCCN1CCOCC1)c1ccccc1NS(=O)(=O)c1ccc(Br)cc1 | 0.0 | 0.7 | 6 | 3 | -1 | -0.7 | -7 | -6 | 1 | 1
Cc1ccccc1CN1CC2=C(CCN(Cc3ccccc3)C2=O)N2CCN=C12 | -0.7 | 1.2 | 16 | -1 | nt | 0.2 | -4 | 6 | 4 | 2
CCOc1ccccc1NC(=O)C1CCCN(S(=O)(=O)c2cccc3cccnc23)C1 (stereo not drawn) | 1.7 | 0.1 | 0 | -2 | -4 | 0.8 | 1 | -1 | -1 | 1
C/C(=N\OC(=O)c1ccc(Cl)cc1)c1sc(-c2ccccc2)nc1C | 0.2 | 0.5 | 1 | -1 | -7 | -1.1 | 5 | 4 | 5 | 14
C=CCNc1nc(SCC=C)nc2ccsc12 | 4.9 | -0.5 | -3 | -1 | 0 | -1.0 | -8 | -3 | 9 | -7
O=Cc1c(N2CCCCCC2)nc2ccccn2c1=O | -0.4 | 2.6 | -19 | -4 | 0 | -0.4 | -11 | -5 | -11 | 0
CCOc1ccc(N(CC(=O)NCc2ccco2)S(=O)(=O)c2ccc(OC)c(OC)c2)cc1 | -0.9 | -0.5 | -5 | 0 | 3 | -1.2 | 4 | -2 | -2 | 5
CCC(=O)N1CCC(C(N)=O)(N2CCCCC2)CC1 | -2.3 | 0.1 | -8 | -1 | -4 | 0.5 | -1 | -5 | 2 | 3
CC(C)Oc1ccc(CN2CCCC(CO)(Cc3ccc(F)cc3)C2)cc1 (stereo not drawn) | 1.8 | -1.4 | 2 | 2 | -8 | -0.6 | -3 | 0 | 0 | 30
C=CCOC(=O)C1=C[C@H](c2csc3ccccc23)C[C@H](OCc2ccc(CO)cc2)O1 | 3.6 | 0.1 | 19 | 3 | -11 | -0.3 | -6 | 6 | -2 | -20
CCC1(C)NC(=O)N(CC(=O)Nc2cc(C)on2)C1=O (stereo not drawn) | 0.8 | -1.0 | 4 | -1 | 2 | -0.6 | -11 | -12 | 2 | 6
Cc1cc(NC(=O)Nc2cc(Cl)sc2Cl)no1 | 0.0 | 1.2 | -9 | -1 | 0 | 0.0 | -2 | -4 | 3 | -2
O=C(CC1CCCCC1)NCc1ccc(Cl)cc1 | -0.4 | -0.3 | 13 | -2 | -7 | -1.0 | -2 | -7 | -1 | 4
C/C=C/C=N/NC(=O)CN(c1ccc(Br)cc1)S(=O)(=O)c1ccccc1 | -1.6 | -1.6 | 9 | 2 | -5 | 3.7 | 9 | -3 | 13 | -6
CCCCOc1ccc(C(=O)NCC(=O)N2CC=C(c3ccccc3)CC2)cc1 | -0.9 | -0.4 | -2 | -2 | -1 | -0.4 | -11 | -1 | 4 | 4
O=C(CCCOC(=O)c1ccc(O)cc1O)c1ccc(Br)cc1 | 3.2 | -1.7 | -4 | 2 | 4 | -0.5 | 20* | 0 | -2 | 17
Cc1cc(C)nc(SCC(N)=O)n1 | -2.3 | 0.8 | -5 | -2 | -9 | -0.8 | 6 | -5 | 0 | 0
CC1(C)CC(=O)c2cnc(NC3CC3)nc2C1 | -0.4 | 3.4 | -9 | -4 | 1 | -0.8 | -11 | -12 | 1 | -1
COc1ccc(Cl)cc1CSc1n[nH]c(C)n1 | -1.2 | 0.4 | 4 | -5 | 5 | 0.0 | -8 | -2 | 0 | 0
CN1CCN(C(=O)c2ccccc2NC(=O)c2ccc(C(C)(C)C)cc2)CC1 | -1.2 | 3.3 | 6 | 0 | 0 | -0.7 | 6 | -8 | 0 | 4
CN1CCN(C(=O)c2ccc(CNS(=O)(=O)c3ccc(F)c(Cl)c3)cc2)CC1 | -1.4 | 0.2 | -9 | 1 | 7 | -0.6 | -2 | -7 | -2 | 1
COc1cc(NC(=O)c2ccc(Br)cc2)ccc1NC(=O)c1cc2ccccc2o1 | 0.0 | -0.8 | 11 | 1 | -1 | -0.6 | 1 | -1 | 0 | 2
CCOC(=O)c1ccc(NC(=O)CCOc2ccccc2)cc1 | 1.1 | 0.1 | 0 | 0 | -12 | -0.9 | -8 | -4 | 0 | -8
CCn1c(CNc2ccc(Cl)cc2)nnc1SCC(=O)OC1CCCCC1 | 0.2 | 1.2 | 1 | 0 | 28 | -0.8 | -4 | -8 | 1 | -1
O=C(NC1CCCC1)C1CCC(CNS(=O)(=O)c2cccs2)CC1 (stereo not drawn) | -1.3 | 0.5 | -24 | 15 | -8 | -0.1 | -11 | -3 | 0 | 7
COc1ccnc(Oc2ccc(F)cc2)c1-c1ncn[nH]1 | 0.1 | 2.5 | 8 | 3 | -2 | 0.1 | -7 | 0 | 4 | -2
COc1cccc2cc(C(=O)C3=C(O)C(=O)N(CCN4CCOCC4)C3c3ccc(C)o3)oc12 (stereo not drawn) | -0.2 | 0.7 | -11 | -1 | -2 | 0.1 | 2 | -2 | -18 | -4
c1ccc2c(-c3cc(C4CCNCC4)[nH]n3)cccc2c1 | -0.1 | 0.9 | 8 | 0 | -4 | -0.7 | -4 | -1 | -8 | -6
C=CCSc1ccsc1C(=O)O | -1.7 | 1.1 | 1 | 3 | 3 | 0.1 | 11 | -2 | 0 | 0
O=C(Nc1nnc(C2CC2)s1)c1cccc(S(=O)(=O)N2CCc3ccccc32)c1 | -0.3 | 0.2 | -4 | -2 | -2 | -0.4 | -15 | -7 | -2 | -4
O=C1C2CC=CCC2C(=O)N1c1ccc(NCCc2cccc(F)c2)c([N+](=O)[O-])c1 (stereo not drawn) | 3.0 | 2.9 | -7 | 2 | -15 | -0.6 | -1 | -2 | -17 | -2
CCOc1cc(N2CCOCC2)c(OCC)cc1NC(=O)c1ccc(OCc2c(C)noc2C)c(OC)c1 | -0.9 | 1.2 | -2 | -1 | -2 | 0.0 | -2 | -1 | 1 | -8
O=C(Nc1ccccc1)N1C(=O)C2(OCCO2)c2ccccc21 | -2.1 | -1.0 | 0 | -2 | 0 | -1.5 | -6 | -4 | -1 | -3

Ordered by value in Tb MetRS inh (highest first): some entries from above.
smiles	Tb MetRS inh
COc1ccnc(Oc2ccc(F)cc2)c1-c1ncn[nH]1	0.1
COC(=O)c1ccc(N2CCOCC2)c(NC(=O)c2ccc3c(c2)OCCO3)c1	-0.1
CC12CC3OC3CC1CCC1C2CCC2(C)C1CCC21OCCO1 (stereo not drawn)	-0.5
CCC1(C)NC(=O)N(CC(=O)Nc2cc(C)on2)C1=O (stereo not drawn)	-0.6
